TrxR1 substrate: substrates of rat thioredoxin reductase 1. O89049. purified TrxR1 substrate turnover, NADPH consumption readout. Potency, µM (top dose mostly 114 µM), for inactives: top-dose activity change, negative = substrate turnover. hit rate 0.01% among 390,000; note: potency is the fitted concentration of half-maximal effect; % is set by controls: 0 for no effect and ±100 for the full control effect; nearly all actives have a fitted effect of over 50% in size
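Rat TrxR1, dispensed at 90 nM, was prereduced with 400 uM NADPH (final) for 5 min at ~22 deg C, then incubated with compound 15 min before 400 uM selenite. A first-read NADPH fluorescence drop versus no-compound background flagged substrates.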
RXFP1 agonist: agonists of human relaxin receptor RXFP1. HEK293T-RXFP1 cAMP TR-FRET, 30 min; response scale: percent of porcine relaxin response, buffer zero. Potency, µM (highest dose often 57.5 µM), for inactives: at the highest dose activation, actives largely listed as activators. hit rate 0.3% among 370,000. AID 2676; note: potency is the fitted concentration of half-maximal effect; % is set by controls: 0 for no effect and ±100 for the full control effect; nearly all actives have a fitted effect of over 60% in size; many of its hits are not listed in these tables
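HEK293 cells stably expressing RXFP1, treated 30 min at 37C with compounds plus PDE4 inhibitor Ro 20174; cAMP measured by HTRF TR-FRET. Normalized to buffer and 29 nM porcine relaxin; EC50 by Hill fit.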
mIDH1 inhibitor: inhibitors of human mutant IDH1 R132H. Potency, µM (doses to about 76.6 µM), for inactives: top-dose activity change, negative = inhibition, usual class: inhibitors. AID 602179. O75874. IDH1-R132H enzyme, NADPH consumption, diaphorase/resazurin fluorescence. hit rate 0.093% among 390,000; note: potency is the fitted concentration of half-maximal effect; % is set by controls: 0 for no effect and ±100 for the full control effect; nearly all actives have a fitted effect of over 65% in size
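IDH1-R132H (0.5 ug/mL dispensed) in pH 7.5 Tris buffer was preincubated 30 min with compound, then given a substrate mix of 0.016 mM NADPH and 2 mM alpha-KG for 80 min at room temperature; remaining NADPH was read by diaphorase/resazurin fluorescence.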
LDHA inh: inhibitors of human lactate dehydrogenase A. purified LDHA, NADH/diaphorase-resazurin fluorescence; hits give low values. activity change, % (values are at about 110 or 230 µM). hit rate 0.15% among 480,000; in the data active = activity change below about -30%; inconclusive = mostly about -25% to -30%;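 note: plate controls were DMSO wells for no effect and wells without enzyme for full effect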
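Human LDH5 at 2 nM final in Tris HCl pH 7.4 with 0.06 mM NADH and 0.2 mM pyruvate, reacted 5 minutes at room temperature. Remaining NADH coupled via diaphorase/resazurin; resorufin fluorescence read at 0 and 20 minutes, normalized to enzyme-free and DMSO wells.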
GRP78 ERSR act: ER stress response induction in glioma. U87-MG GRP78 promoter luciferase reporter, 16 h. Potency, µM, without a hit: top-dose activation, actives largely listed as activators. hit rate 0.02% among 420,000; note: potency is the fitted concentration of half-maximal effect; series mostly up to about 76 µM; % of control where 0% means no effect; nearly all actives have a fitted effect of over 35% in size
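Stably transfected U87-MG glioma cells carrying a GRP78-based luciferase sensor; 16 h compound incubation. Luminescence end-point read 10 min after Bright-Glo addition at room temperature.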
USP1-UAF1 inh: inhibitors of human USP1/UAF1 deubiquitinase; recombinant USP1/UAF1, Ub-Rhodamine cleavage fluorescence; Potency, µM (top dose mostly 57.1 µM), inactives show top-dose activity change, negative = inhibition, hits mostly inhibitors; hit rate 0.23% among 390,000; note: potency is the fitted concentration of half-maximal effect; % is set by controls: 0 for no effect and ±100 for the full control effect; nearly all actives have a fitted effect of over 60% in size; inactives centre near -12
Target sequence (O94782 whole entry, looked up): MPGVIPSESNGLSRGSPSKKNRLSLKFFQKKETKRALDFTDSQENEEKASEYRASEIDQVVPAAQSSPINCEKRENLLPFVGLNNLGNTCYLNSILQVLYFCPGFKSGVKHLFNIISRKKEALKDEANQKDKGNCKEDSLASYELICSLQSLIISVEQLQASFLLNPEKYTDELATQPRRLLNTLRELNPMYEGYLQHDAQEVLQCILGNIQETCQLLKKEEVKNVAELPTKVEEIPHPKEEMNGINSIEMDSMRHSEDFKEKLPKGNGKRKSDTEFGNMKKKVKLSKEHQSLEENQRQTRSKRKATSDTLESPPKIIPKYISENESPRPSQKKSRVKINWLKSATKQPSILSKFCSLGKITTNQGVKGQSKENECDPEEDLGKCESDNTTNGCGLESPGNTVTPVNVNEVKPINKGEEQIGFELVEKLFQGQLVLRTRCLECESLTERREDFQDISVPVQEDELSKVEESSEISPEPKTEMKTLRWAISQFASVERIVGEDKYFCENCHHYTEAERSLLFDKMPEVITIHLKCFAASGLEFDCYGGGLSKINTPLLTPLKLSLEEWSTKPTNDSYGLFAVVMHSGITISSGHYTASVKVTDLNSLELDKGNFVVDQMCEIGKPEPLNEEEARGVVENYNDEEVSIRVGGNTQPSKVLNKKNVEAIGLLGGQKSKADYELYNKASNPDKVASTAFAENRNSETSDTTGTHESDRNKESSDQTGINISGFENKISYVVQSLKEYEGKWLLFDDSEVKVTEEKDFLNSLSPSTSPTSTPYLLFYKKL
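In this screen, compounds sit with the deubiquitinase complex (1nM) for 15 min at room temperature before Ub-Rho is added at 150nM final. Fluorescence rise is then followed for 6 reads every 60 seconds.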
PI4K2A block: PI4K2A (human) kinase inhibition. hit rate 0.13% among 420,000. activity change, negative = inhibition, % at 76.9 µM. purified PI4K2A, ADP-Glo luminescence, 1 h; hits give low values. Q9BTU6. AID 1346378; in the data active = activity change below about -50%; inconclusive = mostly about -30% to -49%;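 note: -100% = wells without enzyme as full effect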
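Compounds are screened against recombinant PI4K2A using PI as substrate and ATP, the latter dispensed at 300 microM. Reactions run one hour at ambient temperature before ADP-Glo detection; full inhibition defined by wells lacking enzyme.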
Vif-APOBEC3G blk: inhibitors of Vif-APOBEC3G interaction; Q9HC16; HeLa A3G-eYFP + Vif (tagged APOBEC3G with the HIV-1 protein that degrades it), YFP fluorescence, overnight; Potency, µM (top dose mostly 46.1 µM), without a hit: top-dose activity, negative = active, most hits filed as inhibitors; hit rate 0.076% among 410,000;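 note: potency is the fitted concentration of half-maximal effect; % is set by controls: 0 for no effect and ±100 for the full control effect; nearly all actives have a fitted effect of over 60% in size; hits raise eYFP signal because A3G escapes Vif-driven loss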
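Read-out is eYFP fluorescence (Ex 488/Em 500-530) from Vif-expressing HeLa A3G-eYFP cells; more signal means A3G escaped Vif-mediated degradation. Cells plated overnight, compound pinned in, incubated overnight at 37 deg C.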
Vif-APOBEC3F blk: inhibitors of Vif-A3F interaction. AID 602313. HeLa A3F-eYFP + Vif (tagged APOBEC3F with the HIV-1 protein that degrades it), YFP fluorescence increase. Potency, µM (doses to about 46.1 µM), for the others: top-dose activity, negative = active. hit rate 0.2% among 390,000; note: potency is the fitted concentration of half-maximal effect; % of control where 0% means no effect; nearly all actives have a fitted effect of over 65% in size
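HeLa cells stably expressing A3F-eYFP plus Vif, plated and incubated overnight at 37 deg C, then exposed to compounds overnight at 37 deg C. Blocked degradation read as raised yellow fluorescence (Ex 488/Em 500-530).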
Active calls of the source: *; ? = inconclusive; / = not tested or not shown; & = joins results of further samples; [ ] = remark or other dose. Unless noted, calls come from the whole dose curve; as a rule, active = well fitted curve in the direction sought with a large enough effect; inconclusive = small, poorly fitted or top-dose-only effect, or another doubt; inactive = no such curve, though single readings can be large; an effect the other way counts as inactive or inconclusive.

SMILES | TrxR1 substrate | RXFP1 agonist | mIDH1 inhibitor | LDHA inh | GRP78 ERSR act | USP1-UAF1 inh | PI4K2A block | Vif-APOBEC3G blk | Vif-APOBEC3F blk
CCOc1ccc(S(=O)(=O)N2CCC(C(=O)N3CCc4ccccc4C3)CC2)cc1 | 4.6% | 1.5% | 3.2% | -1.8 | -3.3% | -16.5% | -0.6 | 0.5% | 4.8%
Cc1c(C)c2ccc(OCC(=O)N(C)C)c(C)c2oc1=O | 222.6%[activator] | 5.3% | 5.2% | -0.3 | 1.0% | -14.6% | -1.3 | -4.1% | /
CCOC(=O)c1sc2nc(CC(=O)OC)nc(N3CCN(c4ccccn4)CC3)c2c1C | 40.5%[activator] | 4.1% | 1.9% | -4.7 | -3.5% | 7.0% | -2.4 | -0.1% | -2.9%
Cc1cc(NC(=O)CSc2nnc(-c3ccco3)n2N)no1 | -5.6% | / | 1.7% | -4.7 | -2.1% | -13.1% | 3.2 | -0.3% | 4.2%
S=c1[nH]nc(Cc2ccc(Cl)cc2)o1 | 4.0% | -0.3% | 1.7% | -1.3 | -3.5% | -3.9% | -8.1 | -4.1% | 4.1%
CCOC(=O)N1CCN(C(=O)c2oc3ccc(S(=O)(=O)N4CC(C)CC(C)C4)cc3c2C)CC1 (stereo not drawn) | -0.9% | 0.2% | -0.3% | -16.2 | -6.2% | -12.1% | 3.7 | 4.8% | -4.9%
[O-]C1=N/[N+](=C/c2ccc(Cl)c(Cl)c2)CC1 | -8.1% | -0.1% | 1.2% | -3.4 | -0.5% | 3.9% | -11.4 | -4.2% | 5.4%
Cc1cc(-c2nnc(CCC(=O)NCCc3ccccc3F)o2)no1 | -6.6% | -1.2% | 7.7% | -4.4 | -3.9% | -3.1% | -1.8 | 1.9% | -4.1%
Cn1c(=O)c(NCCc2ccccc2)c2c3c(cccc31)C(=O)c1ccccc1-2 | 6.3%[57.1 µM] | 13.8% | 1.5% | -4.3 | -5.9% | 74.4%[activator] | 4.1 | 8.0% | ?
CCN(C(=O)CN1CCCCC1)c1c(N)n(Cc2ccccc2)c(=O)[nH]c1=O | -1.9% | -0.2% | -1.6% | -1.7 | 3.0% | -21.4% | 1.9 | -10.4% | -9.7%
COC(=O)NNC(=S)Nc1ccc(Br)cc1 | 8.3% | 0.1% | 12.2% | 1.8 | -2.1% | -5.3% | -3.7 | 3.6% | -7.4%
CC(=O)Nc1ccc(C(=O)OCC(=O)c2ccc(C)c([N+](=O)[O-])c2)cc1 | -8.2%[57.1 µM] | 2.4% | 1.9% | 2.2 | 2.0% | -21.2% | -2.7 | -0.9% | -1.7%
Cc1cc(C)n2c(SCc3ccc(C#N)cc3)nnc2n1 | -4.1% | 8.8% | 0.8% | -4.6 | -1.2% | -6.8% | 4.3 | -2.9% | 1.5%
CC(NC(=O)c1ccccc1)C(=O)NC1=NCCS1 (stereo not drawn) | 8.7% | 2.1% | 9.6% | -7.2 | -2.1% | -8.5% | 2.3 | 2.2% | -2.2%
Cc1nn(-c2ccccc2)c(C)c1NC(=O)COC(=O)c1cc(Br)ccc1O | -5.8% | 3.6% | -3.7% | -6.7 | -0.3% | 3.5% | -5.3 | -1.0% | -16.1%
CC(C)(C)c1ccc(CSc2nnc(-c3ccccc3NC(=O)c3ccccc3)o2)cc1 | 10.3% | 2.9% | 2.4% | -6.4 | -5.6% | -12.5% | -3.2 | -2.8% | 4.6%
CSCCC(NS(=O)(=O)c1ccc2c(c1)oc(=O)n2C)C(=O)Nc1ccc(Cl)cc1 (stereo not drawn) | -4.2% | 4.2% | -3.1% | -7.7 | -2.0% | ? | 3.1 | -2.6% | -11.1%
COC(=O)c1ccc2c(=O)n(Cc3ccc(C(=O)NC(C)C)cc3)c(=S)[nH]c2c1 | -2.1%[57.1 µM] | 1.0% | 3.0% | 2.6 | 0.5% | -12.8% | -0.7 | -10.2% | -5.3%
Cn1c(SCC(=O)NNC(=O)Cc2ccccc2)nnc1-c1ccccc1 | -8.3% | 2.9% | 1.1% | -7.3 | -3.4% | 0.2% | -1.2 | 1.8% | 2.0%
COc1ccc(/C=C/C(=O)N2CCN(C)CC2)cc1OC | -0.9% | -1.9% | -7.4% | -0.8 | -2.8% | -8.7% | 7.9 | 3.5% | 2.0%
COc1ccc(S(=O)(=O)Nc2cccc(F)c2)cc1C | -6.5% | -1.2% | -4.2% | -3.5 | -4.4% | -14.5% | 0.4 | -1.3% | 0.0%
CC(CCc1ccccc1)NCc1ccc(Cl)cc1Cl (stereo not drawn) | 2.7% | -0.6% | 0.1% | -7.1 | -4.7% | -21.7% | 8.8 | -1.1% | -12.2%
Cc1cc(-c2ccc(S(=O)(=O)Nc3cc(Cl)ccc3C)s2)on1 | -2.0%[57.1 µM] | 1.8% | -2.7% | 1.0 | -6.0% | 7.6% | 0.2 | -15.2% | -8.4%
Cc1cccc(-c2nc(C#N)c(NCc3ccco3)o2)c1 | 31.9%[activator] | 4.6% | 0.7% | 2.9&-2.0 | 4.4% | -14.0% | -2.7 | -1.6% | -3.3%
CCCn1c(SCC(=O)NNC(=O)c2ccccc2)nnc1-c1cccnc1 | -7.2% | -1.3% | 4.3% | 2.2 | -3.4% | 4.4% | -2.1 | -0.5% | 11.1%
O=C(C1CCCCC1)N1CCCc2ccccc21 | 9.7%[57.1 µM] | 0.8% | 2.3% | 1.3 | 0.6% | -16.3% | -1.5 | -1.4% | -14.7%
COC(=O)c1ccc2[nH]c(C)cc(=O)c2c1 | 69.8%[activator] | 2.3% | 0.1% | -5.1 | 1.5% | 1.1% | 0.0 | 4.6% | 1.9%
Cc1ccc(Nc2nnc(SCC(=O)Nc3cc(C(=O)O)ccc3C)s2)c(C)c1 | -4.2% | -0.7% | 5.6% | 0.2 | -2.2% | -19.0% | -0.6 | 0.8% | -13.8%
O=C(c1ccc([N+](=O)[O-])s1)N1CCc2ccccc21 | -1.7% | 0.5% | -3.1% | -3.1 | -1.0% | -9.8% | 3.0 | -0.3% | 1.5%
O=S(=O)(Nc1cccc(-c2ccc3nncn3n2)c1)c1ccccc1F | 0.4%[57.1 µM] | 0.1% | -9.9% | -10.4 | 2.0% | -5.2% | -6.1 | -12.6% | 7.3%
CN(CC(=O)NC1CCCCCC1)S(=O)(=O)c1ccc(F)cc1 | 8.0% | -0.4% | -1.4% | -6.0 | -2.9% | -13.8% | 1.1 | -1.7% | 2.9%
COc1ccc([C@@H]2CC=C(C(=O)O)[C@H](c3ccc(F)cc3)N2S(=O)(=O)c2ccc(Cl)cc2)cc1 | 2.7% | 0.3% | 5.6% | -0.8 | -2.3% | -10.6% | 0.1 | 2.5% | 6.2%
Cc1[nH]nc(Sc2ccccn2)c1[N+](=O)[O-] | -18.8%[57.1 µM] | 0.4% | 2.5% | 0.7 | 3.2% | -9.0% | -0.8 | 0.0% | 2.3%
CC1(C)CC(=O)c2ccc(O)cc2O1 | 2.3%[57.1 µM] | -1.2% | -3.0% | -3.9 | 2.5% | -2.4% | -0.1 | 2.0% | 13.0%
O=C(NCc1ccncc1)c1cc(C(=O)C2CCCCC2)c[nH]1 | 8.1%[57.1 µM] | -0.4% | 0.8% | -1.5 | -5.1% | -26.1% | 6.5 | 1.5% | 13.9%
O=C(CN1CCN(c2ccccc2)CC1)Nc1ccccc1Cl | -9.3% | 1.9% | 9.1% | 0.9 | -1.9% | -20.1% | -2.4 | -0.5% | 1.7%
Cc1ccc(NS(=O)(=O)c2cc(C(=O)NCc3ccccn3)ccc2Cl)cc1C | 5.9% | 2.6% | -1.8% | -1.1 | 1.8% | 7.9% | -1.7 | -6.4% | -19.8%
Cc1cccc(NC(=O)CCN2CCN(c3ccccc3F)CC2)c1 | -4.5% | -1.0% | -15.6% | -0.5 | -1.5% | -25.9% | 1.6 | 5.0% | -7.1%
CN(C(=O)CSc1nnc(C(F)(F)F)n1N)C1CCS(=O)(=O)C1 (stereo not drawn) | 1.9% | 5.1% | -3.6% | -6.8 | -1.0% | -15.1% | 6.3 | 1.4% | -14.9%
CCOc1ccc(CNC(=O)Cc2ccc(NC(=O)N3CCCCc4ccccc43)cc2)cc1OC | -3.6%[57.1 µM] | -2.5% | -5.2% | 2.7 | 0.3% | -24.3% | -2.8 | -1.4% | -8.9%
Cn1c(=O)c(=O)n(C)c2cc(S(=O)(=O)N3CCN(c4ccc(F)cc4)CC3)ccc21 | -7.8%&1.0% | 9.0%&-0.6% | 7.5%&4.6% | 2.4&-6.5 | -3.8%&-2.1% | -10.3%&-23.2% | -1.3&-1.8 | 1.6%&-0.3% | 0.4%&2.1%
Cc1onc(-c2c(F)cccc2Cl)c1C(=O)OCN1C(=O)c2ccccc2C1=O | -11.2% | 0.0% | 12.5% | -7.0 | -3.8% | -18.8% | 5.5 | -5.0% | /
N#CC1(NC(=O)COc2ccc3ccc(=O)oc3c2)CCCCC1 | 7.2% | 9.5% | 5.3% | -1.8 | -2.2% | -3.8% | -3.3 | 2.5% | -3.7%
Cc1c(CN2CCC(n3nccc3NC(=O)CCc3ccccc3)CC2)cnn1C | 0.4% | -2.9% | -3.1% | -6.8 | -2.8% | -17.6% | -1.7 | 1.5% | 5.8%

Bioassay records (PubChem BioAssay)

A portion of the library, so the mix of outcomes need not match the whole.
